mHTT-CaM PPI inh – mHTT-calmodulin interaction abrogation; P42858; AlphaScreen His-mHTT/GST-CaM binding, luminescence; inhibition, % at 15 µM; actives 3.6% (n = 190,000);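 further: 0% = both proteins with DMSO and 100% = one protein alone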
Pf apPOL inh – Pf-apPOL DNA polymerase inhibition; Recombinant Pf-apPOL, molecular beacon fluorescence, 1.5 h; inhibition, % at 10 µM; actives 0.25% (n = 210,000); AID 1794808
Active calls of the source: *; / = no result given; & = joins results of further samples. No stated cut-off is given here; in the data, active means inhibition above about 50%; inactive means the rest. A portion of the library, so the mix of outcomes need not match the whole.

Screens in order: mHTT-CaM PPI inh	Pf apPOL inh
- O=C1NCCCn2nc(C3CCN(C(=O)c4cc5ccccc5[nH]4)CC3)cc21
 : 38	-3
- CCCCCC(=O)N1C[C@H](O)[C@@H](n2cc(-c3ccc(F)cc3)nn2)C[C@@H]1c1ccccc1
 : -7	-7
- Cc1nc(C2CCN(CC3CCCCC3)CC2)n[nH]1
 : -12	5
- Cc1ccc2oc(C(=O)Nc3ccc([N+](=O)[O-])cc3Cl)c(C)c2c1
 : -4	0
- CCCn1c(C(=O)NCCc2ccc(S(N)(=O)=O)cc2)cc2c(=O)n(C)c(=O)n(C)c21
 : -10	-7
- CCOc1ccc(-n2nc(C(=O)Nc3ccc(C(F)(F)F)cc3)c3ccccc3c2=O)cc1
 : -7	-5
- COc1cccc2c(=O)c(C(=O)O)c[nH]c12
 : 2	-1
- CSc1nnc(NC(=O)c2ccccc2[N+](=O)[O-])s1
 : 4	4
- COc1ccc(Cl)cc1N(CC(=O)Nc1ccccc1C(=O)NC(C)C)S(C)(=O)=O
 : -2	-3
- CC(Cc1ccc(F)cc1)N1CCN(c2ccccc2)CC1 (centres undefined)
 : 6	0
- CC(=O)c1ccc2c(c1)C(=O)c1cc(C(C)=O)ccc1-2
 : -3	-4
- Cn1cc(CC(=O)NCc2ccc(Br)cc2)c2cccnc21
 : 2	-2
- CCOc1cc(C(=O)Nc2ncn[nH]2)cc(OCC)c1OCC
 : 8	0
- O=C(Cc1cccc(F)c1)N1CCOc2ccccc2C1
 : -11	-5
- CCOCC(=O)N1CCCn2cc(-c3ccc4c(c3)OCO4)nc21
 : 21	-6
- Clc1ccccc1CSc1nncn1-c1ccccc1
 : -6	0
- O=C(NC(=O)c1csc([N+](=O)[O-])c1)NN1CCOCC1
 : /	0
- O=C(NC1CCCCCC1)c1cnn2c3c(cnc12)CCCCCC3
 : -5	0
- O=C(c1ccc(Cl)cc1)N1CCc2sc(C(=O)N3CCCCCC3)cc2C1
 : 24	0
- O=S(=O)(c1ccc(Cl)s1)N1CC(c2nc(-c3ncccn3)no2)C1
 : 5	-4
- COc1cc(C=C2Oc3c(ccc(OCC(=O)OC(C)C)c3C)C2=O)cc(OC)c1OC
 : -4	-7
- COc1ccc(OC)c(Nc2nc(-c3c(C)nc4ncccn34)cs2)c1
 : 82*	-7
- N#Cc1nc(-c2cccc(Cl)c2)oc1N1CCN(C(=O)c2ccco2)CC1
 : -3	2
- O=C(c1ccccc1F)N1CCN(c2c(Cl)cccc2[N+](=O)[O-])CC1
 : 18	-1
- O=C(c1ccccc1)N1CCCCC1c1nncn1CC1CC1 (centres undefined)
 : -4	2
- COc1cc(OC)c(NC(=O)NCCNc2cc(N3CCCC3)nc(C)n2)cc1Cl
 : 3	-4
- CCCCOCC(O)CNC(C)(C)CC(C)(C)C (centres undefined)
 : 0	-8
- CCN1CCN(Cc2nc3sc4c(c3c(=O)[nH]2)CCCC4)CC1
 : 10	-8
- CCc1c(O)nc(SCC(=O)N2CCCCC2)n(-c2ccccc2C)c1=O
 : 1	-6
- COc1ccccc1CC(=O)N1CCN(c2ccc([N+](=O)[O-])cc2)CC1
 : 14	4
- CC(=O)Nc1cccc(N2CC(C(=O)Nc3ccc(C)cn3)CC2=O)c1 (centres undefined)
 : -2	-1
- COC(=O)c1cnc(NN=Cc2cccc(Cl)c2)nc1C(F)(F)F
 : /	1
- COCCn1cc2c3c(cccc31)CN(C(=O)c1ccc(Cl)cc1)CC2
 : 48	-4
- Cc1nc(-c2cnccn2)nc2c1CCC(=O)N2Cc1ccncc1
 : 60*	59*
- CCCCN(C)Cc1ccc([N+](=O)[O-])cc1
 : -1	-2
- COc1ccc(C(=O)NC2CCCCC2)cc1S(=O)(=O)N1CCOCC1
 : 4	-2
- CC(=O)NCc1csc(C2CCN(S(=O)(=O)c3cc(C)c(C)cc3C)CC2)n1
 : 12	-7
- Cc1ccc(N2C(=O)NC(=O)/C(=C\c3cc(Br)c(O)cc3O)C2=O)cc1
 : -28	0
- CCc1ccc(-c2cn3cc(C(=O)NCCN4CCN(CC)CC4)ccc3n2)cc1
 : 8	-6
- O=C(Nc1cccc(C(F)(F)F)c1)C1CCN(c2cc(-n3ccnc3)ncn2)CC1
 : 12	-6
- CC(C)C(=O)c1c(C(C)C)nn2ccccc12
 : /	-8
- Cc1c(C)c(C)c(S(=O)(=O)N2CCCC2)c(C)c1C
 : /	0
- O=S1(=O)N=C(Nc2ccccc2Cl)c2ccccc21
 : -4	-7
- Cc1ccc(-c2nnc(N3CCC(C(=O)NCc4ccncc4)CC3)o2)cc1
 : 2	-2
- CN(C)c1nc(N2CCCC2)nc2c1CN(C(=O)C1CCCC1)CC2
 : -1	-5
- Cc1ccc(C2C(=C(O)c3ccc(OC(C)C)cc3)C(=O)C(=O)N2Cc2cccnc2)o1 (centres undefined)
 : 12	-8
- Cc1nn(C)c2ncc(C(=O)NCc3ccc(F)cc3)c(NCc3ccccc3)c12
 : -9	0
- Cc1ccccc1N1C=C(C#N)S(=O)(=O)c2ccc(F)cc21
 : -5	-2
- COc1c(N)c2c(c(OC)c1OC)COC2=O
 : -7	/
- O=C(Nc1ccc(N2CCCC2)cc1)c1ccc([N+](=O)[O-])cc1Cl
 : 4	-6
- CCCN(Cc1ccco1)S(=O)(=O)c1ccc(OC)c(OC)c1
 : /	-5
- Cn1c(=O)c2c(ncn2Cc2ccc([N+](=O)[O-])cc2)n(C)c1=O
 : -1	-4
- O=C(c1nc(-c2ccc(N3CCCCCC3)cc2)no1)N1CCCC1
 : -8	-2
- Cc1ccc(C)c(NC(=O)CC2COc3ccccc3NC2=O)c1 (centres undefined)
 : -8	-1
- CN(C)c1ccc(C(=O)N2CCCN(C3CCN(CC4CC4)C3=O)CC2)cc1 (centres undefined)
 : 21	-2
- CCc1ccc(OCCCC(=O)Nc2ccc(OC)cc2[N+](=O)[O-])cc1
 : 28	-4
- COc1ccc(CCC(=O)N(Cc2ccsc2)Cc2ccco2)cc1
 : -23	-7
- COc1ccc(Cl)cc1NC(=O)c1nn(-c2ccc(Cl)cc2)c(=O)c2ccccc12
 : 6	3
- Cc1cc(Cl)ccc1NC(=O)c1cccnc1
 : 0	-1
- COCCn1cc2c3c(cccc31)CN(C(=O)NCc1ccc(OC)cc1)CC2
 : 9	2

Of the compounds above, these contain a cyano group:
Screens in order: mHTT-CaM PPI inh	Pf apPOL inh
- N#Cc1nc(-c2cccc(Cl)c2)oc1N1CCN(C(=O)c2ccco2)CC1
 : -3	2
- Cc1ccccc1N1C=C(C#N)S(=O)(=O)c2ccc(F)cc21
 : -5	-2

Compound profiles, from the list above. Order of values: mHTT-CaM PPI inh	Pf apPOL inh
`Cc1c(C)c(C)c(S(=O)(=O)N2CCCC2)c(C)c1C` across the screens: /	0
`COC(=O)c1cnc(NN=Cc2cccc(Cl)c2)nc1C(F)(F)F` across the screens: /	1
`Cc1cc(Cl)ccc1NC(=O)c1cccnc1` across the screens: 0	-1
`COc1ccc(CCC(=O)N(Cc2ccsc2)Cc2ccco2)cc1` across the screens: -23	-7
`CCc1ccc(OCCCC(=O)Nc2ccc(OC)cc2[N+](=O)[O-])cc1` across the screens: 28	-4

Next section
Screens in order: mHTT-CaM PPI inh	Pf apPOL inh
- O=C(CCCc1ccccc1)Nc1cccc(F)c1
 : -29	-5
- O=C(Nc1nnc(Cc2cccs2)o1)c1ccc(Cl)cc1Cl
 : 6	-74
- COCCC1CCN(C(=O)CN(C)C(=O)c2ccc(F)cc2)CC1
 : -6	-4
- Cc1ccc(C)c(OCC(=O)Nc2cccc(C)n2)c1
 : -8	8
- CCC(=O)Nc1cccc(-c2noc(C3CCN(C(=O)c4cccs4)CC3)n2)c1
 : 14	3
- O=c1c2cn[nH]c2nc(SCc2cccc([N+](=O)[O-])c2)n1-c1ccc(Cl)cc1
 : 33	-5
- Cc1noc(C)c1S(=O)(=O)Oc1ccc(Cl)cc1
 : /	-4
- COC(=O)C1CN(Cc2ccc(C)cc2)CCS(=O)(=O)N1Cc1cn(Cc2ccccc2)nn1 (centres undefined)
 : 2	-3
- CCC(=O)N1CCN(c2nc3c(s2)CC(C(=O)Nc2cc(F)ccc2C)CC3)CC1 (centres undefined)
 : 16	3
- COc1cc2oc(-c3ccccc3)cc(=O)c2c(O)c1CN(C)C
 : 100*	27
- NC(=O)c1cc([N+](=O)[O-])ccc1N1CCCC1
 : 4	-13
- COc1cccc(-c2n[nH]c(C)c2NC(=O)C(C)C)c1
 : 0	-7
- COc1cccc(NC(=O)C2CCCN(C(=O)c3cc(C)cc(C)c3)C2)c1 (centres undefined)
 : 10	1
- O=C(CCS(=O)(=O)Cc1ccccc1F)NCc1ccccc1Cl
 : -3	-16
- CSc1ccc(Cc2nnc(NC(=O)c3cccc(C(F)(F)F)c3)o2)cc1
 : 40	-212
- COc1cccc(CNC(=O)C2CCN(c3cnn(Cc4ccccc4)c(=O)c3)CC2)c1
 : 8	-6
- COc1ccc(CSc2nc3ccccc3[nH]2)cc1
 : -25&-2	1&3
- COc1ccc(C(C(=O)Nc2ccc3c(c2)OCO3)N(C)C(=O)CNC(C)=O)cc1 (centres undefined)
 : 2	-4
- CCOc1cccc(CN2CCc3nc(Nc4ccccc4OC)ncc3C2)c1
 : -1	-3
- Cc1ccc(C2CC(c3cccc(Br)c3)n3nc(N)nc3N2)cc1 (centres undefined)
 : 5	-2
- Cc1cc(-c2nnc(NC(=O)c3ccc4c(c3)OCCO4)o2)c(C)o1
 : 2	-6
- CC(=O)Nc1ccc(S(=O)(=O)N2CCN(Cc3ccc4c(c3)OCO4)CC2)cc1
 : 9	-7
- COCC(=O)N1CCCC2(C1)Nc1ccccc1NC2=NC(C)(C)C (centres undefined)
 : 64*	0
- CCc1sc(NC(=O)c2cc3cc([N+](=O)[O-])ccc3oc2=O)nc1-c1cccs1
 : 8	-2
- CC(=O)c1ccc(NS(=O)(=O)c2cccc(C(=O)Nc3ccc([N+](=O)[O-])cc3)c2)cc1
 : -3	-2
- O=C(C1CCCC1)N1CCC(CCOc2cccc(F)c2)CC1
 : -52	0
- COc1ccc(-c2noc(-c3ccc(N4CCC(C)CC4)nc3)n2)cc1
 : -10	1
- O=C1CC(c2cccs2)CC2=C1C(c1c(F)cccc1Cl)Nc1ccccc1N2 (centres undefined)
 : 14	0
- O=S(=O)(NC1CCCCC1N1CCCCC1)c1ccccc1 (centres undefined)
 : -4	-4
- COc1ccc(CNC(=O)C2CCCN(c3nnc4c(Cl)cccn34)C2)cc1OC (centres undefined)
 : 10	-6
- COc1ccc(CN2C(=O)CCC2(C)C(=O)NCCC(C)C)c(OC)c1 (centres undefined)
 : 7	-4
- CC(=O)N1N=C(c2cccc([N+](=O)[O-])c2)OC1c1ccc2c(c1)OCO2 (centres undefined)
 : 2	-6
- Cc1ccc(NC(=O)CN2C(=O)CCCc3ccccc32)cc1Cl
 : 6	0
- COc1nccnc1NC1CCN(C(=O)NCc2ccc(F)cc2)CC1
 : -2	-7
- CC(=O)N1CCC(n2c(C)nc(C(=O)Nc3ccc(F)cc3)c2C)CC1
 : 1	-4
- CC(C)CCNC(=O)c1ccccc1[N+](=O)[O-]
 : -1	-1
- Cc1ccc(NC(=O)c2ccc([N+](=O)[O-])cc2)c(C)c1
 : -2	-2
- CC(=O)c1ccc(NC(=O)CSc2nnc(NC(=O)C3CC3)s2)cc1
 : -24	-2
- O=C(O)COc1ccc2c(c1)OC(=Cc1ccc(Cl)c(Cl)c1)C2=O
 : -5	63*
- COC(=O)CNC(=O)c1cccnc1Sc1ccc(Cl)cc1
 : /	-1&-3
- OC(CNC1CCCC1)COc1ccc2c(c1)CCC2 (centres undefined)
 : 1&8	-3&0
- CCc1ccc(NC(=O)N2CCOc3ccc(Cl)cc32)cc1
 : -16	-4
- CCOC(=O)C(Oc1ccc2c(=O)c(-c3ccc(OC)c(OC)c3)c(C)oc2c1)c1ccccc1 (centres undefined)
 : 33	2
- O=C(CSc1nc2[nH]ncc2c(=O)n1-c1ccc(Cl)cc1)Nc1ccccc1C(F)(F)F
 : 15	-1
- Cc1ccccc1NC(=O)C1CCN(c2cnn(C)c(=O)c2)CC1
 : 4	-5
- COc1ccc(C(=O)Nc2ccc(OC)c(Cl)c2)c(OC)c1
 : 0	-6
- CSc1ccccc1C(=O)N1CCN(c2ccc(-c3noc(C)n3)cn2)CC1
 : -2	4
- COc1ccc2nc(C3=C(O)c4ccccc4C3=O)sc2c1
 : 8	4
- CC(=O)c1cc2c(cc1[N+](=O)[O-])OCCO2
 : -5	-9
- O=C(c1cccc(OCC2CCCN(C(=O)c3ccc(F)cc3Cl)C2)c1)N1CCCC1 (centres undefined)
 : 4	-6
- Cc1cc(=O)c2cc(Br)ccc2[nH]1
 : -1	8
- Cc1ccsc1C(=O)N1CCC2(CC1)Nc1cccnc1NC2=NC1CCCC1
 : 11	-2
- N=c1c(S(=O)(=O)c2ccc(Cl)cc2)cc2c(=O)n3ccccc3nc2n1C1CCCCC1
 : -1	-6
- CCc1c(C)c2c(C)nn(-c3ccccc3)c2oc1=O
 : -11	-6
- O=C(NCC1CCCO1)N1CCC(c2ccn3ncc(C(=O)N4CCCC4)c3c2)CC1 (centres undefined)
 : 0	-2
- Cc1ccc(C)c(NC(=O)c2csc(-c3ccc(C)n3C)n2)c1
 : 1	-4
- N#CC(C#N)=C1NC(N)=C(C#N)C(c2ccccc2I)=C1C#N
 : 18	-7
- O=C(NCc1ccccc1)C(Cc1ccccc1)N1C(=O)c2ccccc2C1=O (centres undefined)
 : 4	-2
- Nc1nc2c(s1)COc1ccccc1-2
 : 7	/
- O=C(N/C(=C/c1cccc([N+](=O)[O-])c1)C(=O)N1CCCCC1)c1cccs1
 : 8	-6
- COc1ccc(C2=NOC(C(=O)Nc3ccc(C)cc3)C2)cc1 (centres undefined)
 : -7	9
- CC1Cc2nc(SCC(=O)N3CCc4ccccc43)n(C)c(=O)c2S1 (centres undefined)
 : -2	-8
- CN(C)Cc1c(O)ccc2c(-c3cc4cc(Cl)ccc4oc3=O)cc(=O)oc12
 : 19	5
